Source: PubChem (Broad Institute)
esBAF inh: SWI/SNF esBAF complex inhibition; mouse ES cells, Bmi1-luciferase knock-in reporter, 24 h; 100% = twice the neutral-well signal; reporter increase, % at 12.5 µM; actives 2% (n = 350,000); AID 602393; in the data active means activation above about 40%;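 further: 0% = median of the plate's neutral control wells and 100% = double that signal; a rise in the Bmi1 reporter signal indicates esBAF inhibition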
XiGFP reactiv: reactivates the inactive X chromosome in mouse fibroblasts | XiGFP mouse fibroblasts, % GFP-positive cells imaging, 3 d; cells co-treated with 5-aza-dC sensitizer; scaled so ellipticine positive control = 100% | activation, % at 7.58 µM | actives 0.055% (n = 360,000) | AID 743238;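 active means mean normalized replicate activation at least 10% and every replicate at or above 10%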;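 further: 0% = median of on-plate neutral control wells and 100% = ellipticine 6 µM median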
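material = 68-5-11 XiGFP fibroblast line | medium = DMEM plus 5-aza-dC sensitizer | schedule = 3 days compound exposure | benchmarks = positive control ellipticine, 6 µM final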
ERAP1 inh: inhibitors of human ERAP1 aminopeptidase | recombinant ERAP1, Leu-AMC fluorescence, 60 min | inhibition, % at 10.7 µM | actives 0.15% (n = 340,000) | Q9NZ08;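 active means mean replicate inhibition of at least 30%, or all replicates individually reaching that 30% level; inactive means mean below 30% and not every replicate reaching it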;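 further: 0% = neutral control wells and 100% = L-leucinethiol positive control wells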
INS-1E GSIS act: GLuc luminescence reporter in INS-1E cells, primary screen for activators of glucose-dependent secretion of insulin. INS-1E GLuc reporter insulin secretion, 2-3 h. actives 0.61% (n = 370,000). activation, % at 16.6 µM;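 active means lowest replicate activation of at least 40%, so every replicate reaches that level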;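 further: 0% = median of neutral control wells and 100% = median of IBMX positive control wells; some compounds called inactive have numbers as strong as hits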
CFTR F508del cor: CFTR F508del correction in bronchial cells; CFBE cells, YFP halide quenching; stimulated with forskolin plus potentiator P3; % fluorescence drop versus neutral controls; activity (quench increase), % at 7.58 µM; actives 0.36% (n = 350,000); AID 720511;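 active means mean added fluorescence quench of at least 8% versus neutral control, with both replicates also reaching 8%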;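 further: cells transiently co-express mutant CFTR-F508del with the halide-sensitive YFP; corrector assay measuring rescue of mutant channel to the surface after 24 h compound exposure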
RAD54 branch: inhibitors of human RAD54 branch migration; inhibition, % at 10.4 µM; AID 602329; RAD54 Holliday junction branch migration, FAM/BHQ fluorescence; Q92698; actives 0.14% (n = 360,000);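 active means mean normalized replicate activity at least 40 and at least half of replicates scoring 40 or more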;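 further: 0% = median of neutral control wells and 100% = median of positive control wells; inhibitors cause a drop in the FAM fluorescence signal; in these data hits start at about 50%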
ARNT-TACC3 inh: ARNT/TACC3 interaction disruption; Q9Y6A5; AlphaScreen His-ARNT PAS-B/GST-TACC3 binding, luminescence; TACC3 fragment carries E629A point mutation; inhibition, % at 9.99 µM; actives 0.66% (n = 390,000);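 active means mean inhibition of replicates at least 50% and at least half of replicates each reaching 50%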;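 further: 0% = complete ARNT plus TACC3 wells and 100% = ARNT alone without TACC3; many hits fall short of the cut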
RAD52 inh: blocks human RAD52 DNA annealing. inhibition, % at 18.7 µM. P43351. recombinant RAD52 DNA annealing, FRET fluorescence. actives 0.46% (n = 360,000);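 active means every replicate showing at least 50% inhibition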
Target sequence (P43351 whole entry, looked up): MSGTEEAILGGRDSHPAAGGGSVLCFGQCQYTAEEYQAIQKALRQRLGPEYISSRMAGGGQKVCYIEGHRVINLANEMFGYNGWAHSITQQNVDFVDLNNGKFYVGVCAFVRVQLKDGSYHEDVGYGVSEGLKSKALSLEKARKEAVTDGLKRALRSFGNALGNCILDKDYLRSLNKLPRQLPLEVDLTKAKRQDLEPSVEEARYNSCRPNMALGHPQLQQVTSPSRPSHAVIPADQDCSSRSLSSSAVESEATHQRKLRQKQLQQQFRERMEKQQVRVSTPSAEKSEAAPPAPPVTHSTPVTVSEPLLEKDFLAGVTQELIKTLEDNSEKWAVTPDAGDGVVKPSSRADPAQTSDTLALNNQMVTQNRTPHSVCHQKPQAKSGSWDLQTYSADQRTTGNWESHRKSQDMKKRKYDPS
* = called active by the depositor; . = not tested or not shown; & = joins results of further samples.

SMILES	esBAF inh	XiGFP reactiv	ERAP1 inh	INS-1E GSIS act	CFTR F508del cor	RAD54 branch	ARNT-TACC3 inh	RAD52 inh
CC(C)NC(=O)N(C)C[C@H]1Oc2ccc(NC(=O)Cc3ccccc3)cc2CC(=O)N([C@@H](C)CO)C[C@@H]1C	-1	0.2	-1	0	0.5	-6	0	9
C[C@H]1CN([C@@H](C)CO)S(=O)(=O)c2ccc(-c3ccc(C(=O)N(C)C)cc3)cc2O[C@@H]1CN(C)C(=O)Cc1ccccn1	-2	-1.0	-5	1	3.9	-8	-6	7
Cc1cccnc1NC(=O)c1ccc(S(=O)(=O)N2CC(C)OC(C)C2)cc1 (stereo unspecified)	-2	0.0	-1	10	-1.1	10	-4	-9
CCC(=O)N(C)C[C@H]1Oc2cc(C#Cc3ccccn3)ccc2S(=O)(=O)N([C@@H](C)CO)C[C@@H]1C	-1	0.0	-1	7	-0.5	-5	0	-26
CC=Cc1ccc2n(c1=O)C[C@@H]1[C@@H](CO)[C@H](C(=O)N3CCc4ccccc4C3)N(C(=O)CC)[C@H]21 (mixture of isomers)	-3	0.3	1	12	-0.7	-4	2	-10
CCN1[C@@H]2c3ccc(C4=CCCCC4)c(=O)n3C[C@H]1[C@H](CO)[C@H]2C(=O)N1CCCCC1	0	0.0	-2	-10	0.2	6	-5	-7
Cc1ccccc1N1CCN(C2CCCN(C(=O)CCN3CCCCC3=O)C2)CC1 (stereo unspecified)	-1	0.1	-4	-6	-2.5	-15	-1	-1
COc1cccc(NC(=O)CN(C)CC(=O)NCc2ccco2)c1	-2	-0.1	1	9	-2.0	0	7	1
C[C@@H]1CN([C@H](C)CO)C(=O)c2cc(NS(=O)(=O)c3cn(C)cn3)ccc2O[C@@H](C)CCCCO[C@@H]1CN(C)CC1CC1	0	0.6	2	22	1.9	-4	13	-1
COc1ccc(S(=O)(=O)Nc2ccc3c(c2)CC(=O)N([C@H](C)CO)C[C@@H](C)[C@H](CN(C)Cc2ccc(Cl)c(Cl)c2)O3)cc1	5	0.0	4	-4	1.2	-3	1	4
COc1cccc(N(CC(=O)N2CCN(Cc3ccccc3)CC2)S(C)(=O)=O)c1	0	0.0	-1	-3	1.0	-14	.	-39
Cc1ccc(S(=O)(=O)Nc2ccc3c(c2)C(=O)N([C@@H](C)CO)C[C@H](C)[C@@H](CN(C)C)O3)cc1	3	0.0	-2	13	-1.2	1	-6	-3
C[C@@H]1CN([C@H](C)CO)S(=O)(=O)c2ccc(C#CC3CC3)cc2O[C@@H]1CN(C)C(=O)CN(C)C	-4	-0.7	1	-3	-0.1	7	0	5
CN1CCN(C(=O)C[C@@H]2CC[C@H]3[C@@H](COC[C@@H](O)CN3C(=O)C3CC3)O2)CC1	3	0.2	2	3	-3.6	-4	4	9
CCCS(=O)(=O)c1nc(S(=O)(=O)c2ccc(C)cc2)c(N2CCC(O)CC2)s1	0	0.1	1	-2	0.9	11	19	-5
Cn1c(=O)oc2cc(S(=O)(=O)NCCN3CCc4ccccc4C3)ccc21	2	0.4	.	10	-1.4	13	.	-12
CCS(=O)(=O)c1ccc2oc(Nc3ccc(OC)cc3)nc2c1	11	0.0	-4	11	-2.8	-5	-6	-19
COc1ccccc1CCNC(=O)CN1C(=O)c2ccccc2S1(=O)=O	-14	-0.1	-3	1	-3.6	5	2	-8
O=C(C1CCOCC1)N1C[C@@H]2[C@H](c3ccccc31)[C@H](CO)N2Cc1ccccc1	4	0.0	2	5	0.3	-9	-10	-1
CCOC(=O)N1CCN(C(=O)c2ccc(NS(=O)(=O)c3ccc4[nH]c(=O)[nH]c4c3)cc2)CC1	.	0.1	-2	3	-0.5	10	4	-9
CC(C)C[C@@H](CN)NC(=O)c1nc[nH]c1C(=O)N[C@@H](Cc1ccccc1)C(=O)CNC[C@H](C)NC(=O)c1nc[nH]c1C(=O)N[C@@H](CC(=O)O)C(=O)O	-3	0.0	.	2	-2.0	-13	-2	-14
CC1(C)CC(=O)C2=C(C1)N(Cc1ccco1)C(=O)NC2(C(F)(F)F)C(F)(F)F	2	.	.	28	.	1	-24	.
Cc1ccccc1NC(=O)c1ccc(F)c(S(=O)(=O)N2CCCCC2)c1	.	0.0	-4	-20	2.3	.	-6	-5
CC(C)NC(=O)C1CCN(C2CCN(C(=O)c3ccc4cccc(F)c4n3)CC2)CC1	.	3.0	.	-18	-4.2	-1	-4	-18
COc1ccccc1Nc1cc2cc(Br)ccc2c(=O)[nH]1	-5	0.2	1	-18	1.9	29	55*	-5

(listing goes on)
SMILES	esBAF inh	XiGFP reactiv	ERAP1 inh	INS-1E GSIS act	CFTR F508del cor	RAD54 branch	ARNT-TACC3 inh	RAD52 inh
Cc1noc(C)c1NC(=O)Nc1ccc2c(c1)C(=O)N([C@H](C)CO)C[C@H](C)[C@@H](CN(C)Cc1ccccc1)OCCCC[C@H](C)O2	2	0.4	1	18	-0.7	-1	-8	9
COc1ccc(NC(=O)N(C)C[C@@H]2Oc3ccc(NC(=O)NC(C)C)cc3CC(=O)N([C@H](C)CO)C[C@H]2C)cc1	0	-0.9	1	12	-1.3	-7	.	4
CCN1C(=O)N(S(=O)(=O)C(F)(F)F)[C@@H](c2ccccc2)C(C(=O)OC)=C1C	-9	0.0	1	-3	4.2	-4	-2	-18
CC(C)c1c(O)nc(SCCN2CCOCC2)[nH]c1=O	-3	.	.	10	.	-2	3	.
O=C(COC(=O)c1cc(NS(=O)(=O)c2cccs2)ccc1O)Nc1ccccc1	.	0.2	1	-10	2.9	15	1	-16
CN(C)CCNC(=O)c1cccc(NS(=O)(=O)c2ccc(Cl)c(Cl)c2)c1	-1	-0.1	6	0	1.5	3	-1	-6
CCCCNc1c(CCc2ccccc2)nc2nc(C)cc(C)n12	.	0.2	0	2	-2.8	.	.	-27
CCCCNC(=O)CSc1nnc(Cc2ccccc2)n1CC1CCCO1 (stereo unspecified)	.	0.0	-2	6	0.9	.	-8	-13
Cc1noc(C)c1NC(=O)Nc1ccc2c(c1)C(=O)N([C@@H](C)CO)C[C@H](C)[C@@H](CN(C)C(=O)NC1CCCCC1)OCCCC[C@H](C)O2	5	-0.1	3	-1	-0.9	-1	-8	1
O=C1C=C(Nc2ccc(Cl)cc2)CC(c2ccccc2)C1 (stereo unspecified)	.	0.0	.	-10	.	2	-7	.
Cc1cc(C)n2c(Nc3ccc4c(c3)OCCO4)c(-c3ccc(C)o3)nc2n1	83*	-0.1	.	7	0.0	3	4	26
O=C(NCCSCc1ccc(Cl)cc1)c1cccs1	.	0.3	0	-36	0.4	.	-4	-10
Cc1cccc(OCc2nnc(SCC(=O)N3CCCCC3)o2)c1	3	0.1	-2	-4	-0.6	1	-15	-16
C[C@H](CO)N1C[C@H](C)[C@H](CN(C)C(=O)c2ccc3ccn(C)c3c2)OCc2cn(nn2)CCCC1=O	-2	-0.6	.	8	-0.9	.	.	.
CCC(C(=O)NCC1CCCO1)N(C(=O)CNS(=O)(=O)c1ccccc1)c1ccc(F)cc1 (stereo unspecified)	-6	0.2	5	-3	2.8	2	0	-8
Cc1ccc(S(=O)(=O)NCCNC(=O)c2ccc(C)nc2)cc1	-3	0.1	2	-1	1.7	3	-6	-7
O=c1oc(=O)c2ccccc2c2ccccc12	-2	2.1	-9	.	.	-5	-9	-7
Cc1ccc(OCc2nc3c4c(ncn3n2)-c2ccccc2CC42CCCC2)cc1	6	0.0	.	-29	.	.	-12	.
O=C(Nc1ccc(Cl)cc1Cl)c1cccc(N2C(=O)C=CC2=O)c1	.	-0.1	-5	.	-14	2	-3	-10
CN(C)C(=O)CSc1nnc(Cc2ccccc2)n1CC1CCCO1 (stereo unspecified)	.	0.0	2	12	3.6	.	-4	-5
COc1ccc(C2/C(=C(\O)c3ccc4c(c3)CC(C)O4)C(=O)C(=O)N2Cc2cccnc2)c(OC)c1 (stereo unspecified)	-6	0.0	7	-3	1.9	3	1	-13
Cc1[nH]ccc(=O)c1OCc1c(F)cccc1Cl	-8	0.1	2	9	-3.8	0	.	-10
C[C@H](CO)N1C[C@H](C)[C@@H](CN(C)Cc2ccccc2)Oc2ccc(NC(=O)C3CCCCC3)cc2C1=O	-2	0.3	1	-12	-0.3	4	-14	15
CCc1nnc(NC(=O)CSc2nnc3c(n2)[nH]c2ccccc23)s1	.	0.0	9	14	0.4	.	-7	-14
O=C1C(Cc2ccccc2)Nc2ncnc(N3CCOCC3)c2N1Cc1ccccc1 (stereo unspecified)	-4&-7	0.2&0.5	-1&1	7&-3	-2.6&0.8	-7&-2	-1	-129&4

Next records follow.
SMILES	esBAF inh	XiGFP reactiv	ERAP1 inh	INS-1E GSIS act	CFTR F508del cor	RAD54 branch	ARNT-TACC3 inh	RAD52 inh
CCC(=O)N1CCCC1(C)C(=O)Nc1ccc2c(c1)CCN2C(C)=O (stereo unspecified)	3	0.0	2	24	1.1	0	.	-9
O=C(COC(=O)c1ccc(CNS(=O)(=O)c2ccc(F)c(Cl)c2)cc1)NCC1CCCCC1	.	0.2	7	0	.	.	-5	-3
Cc1c(Cl)cccc1NC(=O)CSc1nccn1C	.	0.0	0	-4	-3.0	7	0	8
Cc1ccc(CSCC(=O)Nc2cc(S(=O)(=O)N3CCOCC3)ccc2OC(C)C)cc1	.	0.0	1	-10	3.5	.	5	-19
Cc1sc(NC(=O)c2ccco2)c(C(c2cccnc2)N2CCN(c3ccc(F)cc3)CC2)c1C (stereo unspecified)	14	0.0	10	10	1.0	-2	3	-8
CC1(C(=O)NC2CCN(Cc3ccccc3)CC2)CCN1Cc1cc2ccccc2o1 (stereo unspecified)	-1	0.6	-2	2	-0.8	1	.	1
O=C(C[C@@H]1CC[C@H]2[C@@H](COC[C@@H](O)CN2Cc2nccs2)O1)NCc1ccccc1F	-4	-0.1	1	4	1.5	0	-15	2
COC(=O)COc1ccccc1C(N)=O	-2	.	2	7	.	5	2	-14
CCCCn1c(N)c(N(CC(C)C)C(=O)C2CCN(S(=O)(=O)c3ccc(OCC)cc3)CC2)c(=O)[nH]c1=O	-8	-0.1	1	19	-0.5	-12	.	-4
CC(CN1CCN(Cc2ccccc2)CC1)c1ccccc1 (stereo unspecified)	-4	0.1	4	4	4.1	-1	3	4
CCC(=O)N(C)C[C@@H]1Oc2ncc(C#CCC3CCCC3)cc2C(=O)N([C@H](C)CO)C[C@H]1C	-2	-0.5	0	-19	-6.9	-2	-7	5
CN(C)C(=O)N1CCC(C(=O)NCc2ccc3c(c2)OCO3)CC1	-1	.	.	-6	.	-3	-8	.
CCN1CCCC1Cn1cnc2c([nH]c3cccc(Cl)c32)c1=O (stereo unspecified)	-3	.	.	14	.	11	1	.
CCC1Sc2ccc(S(=O)(=O)CCC(=O)NCc3ccco3)cc2NC1=O (stereo unspecified)	3	0.0	0	9	2.0	6	-2	-12
COc1ccc(NC(=O)c2cccc(S(=O)(=O)N3CCN(C)CC3)c2)c(OC)c1	12	0.0	-3	11	0.4	-13	-13	2
C[C@H]1CN([C@@H](C)CO)C(=O)c2cc(NS(=O)(=O)c3ccccc3)ccc2O[C@@H]1CN(C)Cc1ccc(C(=O)O)cc1	1	0.1	0	2	-1.3	4	-9	9

Full records, quoted from the list. Order of values: esBAF inh, XiGFP reactiv, ERAP1 inh, INS-1E GSIS act, CFTR F508del cor, RAD54 branch, ARNT-TACC3 inh, RAD52 inh
Entry for `O=C(C[C@@H]1CC[C@H]2[C@@H](COC[C@@H](O)CN2Cc2nccs2)O1)NCc1ccccc1F` = -4, -0.1, 1, 4, 1.5, 0, -15, 2
Entry for `COc1ccc(NC(=O)c2cccc(S(=O)(=O)N3CCN(C)CC3)c2)c(OC)c1` = 12, 0.0, -3, 11, 0.4, -13, -13, 2
Entry for `CN(C)C(=O)N1CCC(C(=O)NCc2ccc3c(c2)OCO3)CC1` = -1, ., ., -6, ., -3, -8, .
